# Compound activity as filed in PubChem BioAssay.
# TAAR1 agonist – human TAAR1 agonism; activation, % at 3 µM; actives 0.99% (n = 360,000); CHO RD-HGA16 TAAR1, Fluo-8 calcium fluorescence; vehicle wells 0%, saturating PEA agonist 100%; Q96RJ0; AID 624467;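 active = activation above the mean activation of all test compounds in the run plus 3 SD, cut at about 38% in these data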
# Target sequence (Q96RJ0 whole entry, looked up): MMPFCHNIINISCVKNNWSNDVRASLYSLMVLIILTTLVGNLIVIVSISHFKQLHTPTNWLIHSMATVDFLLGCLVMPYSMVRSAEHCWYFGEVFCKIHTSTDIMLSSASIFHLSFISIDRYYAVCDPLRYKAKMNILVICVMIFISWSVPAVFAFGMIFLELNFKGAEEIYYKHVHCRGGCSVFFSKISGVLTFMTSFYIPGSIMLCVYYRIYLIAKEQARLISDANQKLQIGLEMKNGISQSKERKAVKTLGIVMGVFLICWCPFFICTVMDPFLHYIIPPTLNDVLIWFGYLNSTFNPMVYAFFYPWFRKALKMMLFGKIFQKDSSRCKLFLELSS
#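 Signal – calcium-sensitive Fluo-8 signal, excitation 470-495, emission 515-575 nm · System – RD-HGA16 (CHO) cells co-expressing Gα16 and hTAAR1 · Incubation – 17-24 h seeding, 75 min 37 °C dye, 30 min RT · Compound dosing – 3 µM single concentration · Repeats – no replicates (n 1)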
# CRFBP-R2 agonist – CRF-BP/CRF-R2 complex agonism; actives 0.46% (n = 350,000); HEK293 CRF-R2/CRF-BP, calcium dye fluorescence (FLIPR); percent of saturating CRF peptide response; activation, % at 13.2 µM; AID 588473;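 active = activation of at least 50%, plus an integration ratio under a set limit after plate pattern correction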;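 also: plate controls were neutral control wells without compound for no effect and CRF at EC100 for full effect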
# M5 antag – CHRM5 antagonism in calcium assay | P08912 | CHO-hM5 cells, Fluo-8 calcium fluorescence, ACh EC80 | inhibition, % at 3 µM | actives 0.59% (n = 360,000);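 active = inhibition above a per-plate cutoff, the mean of that plate's test compounds plus 3 SD, cut at about 27% in these data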;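 also: 0% = acetylcholine EC80 with DMSO and 100% = DMSO without agonist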
# TAAR1 antagonist – human TAAR1 antagonism; Q96RJ0; CHO RD-HGA16 TAAR1, Fluo-8 calcium fluorescence, antagonist; inhibition, % at 3 µM; actives 1.5% (n = 360,000);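 active = inhibition above a per-plate cutoff, the mean inhibition of test compounds on that plate plus 3 SD, cut at about 49% in these data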;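 also: 0% = DMSO plus EC80 beta-PEA response and 100% = DMSO alone without agonist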
#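 Test system: RD-HGA16 CHO cells with stable hTAAR1 and Gα16 / Probe or stimulus: EC80 β-phenethylamine stimulus / Times: seeding 17-24 h prior, 75-min 37 °C, 30-min RT dye loading / Detection: Fluo-8 calcium-sensitive fluorescence / Read-out basis: % inhibition scaled between DMSO and EC80 PEA controls / Repeats: singlicate, one well per test compound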
# CHRM4 PAM – potentiates acetylcholine response at human M4 receptor; P08173; CHO-K1 hM4/Gqi5, Fluo-8 calcium fluorescence, ACh EC20; 0% = ACh EC20, 100% = maximal ACh; activation, % at 3 µM; actives 0.4% (n = 360,000); AID 624126;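 active = activation above its plate's cutoff, the mean activation of sample wells plus 3 SD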; also: some results filed as inactive read as strong as hits
# Target sequence (P08173 whole entry, looked up): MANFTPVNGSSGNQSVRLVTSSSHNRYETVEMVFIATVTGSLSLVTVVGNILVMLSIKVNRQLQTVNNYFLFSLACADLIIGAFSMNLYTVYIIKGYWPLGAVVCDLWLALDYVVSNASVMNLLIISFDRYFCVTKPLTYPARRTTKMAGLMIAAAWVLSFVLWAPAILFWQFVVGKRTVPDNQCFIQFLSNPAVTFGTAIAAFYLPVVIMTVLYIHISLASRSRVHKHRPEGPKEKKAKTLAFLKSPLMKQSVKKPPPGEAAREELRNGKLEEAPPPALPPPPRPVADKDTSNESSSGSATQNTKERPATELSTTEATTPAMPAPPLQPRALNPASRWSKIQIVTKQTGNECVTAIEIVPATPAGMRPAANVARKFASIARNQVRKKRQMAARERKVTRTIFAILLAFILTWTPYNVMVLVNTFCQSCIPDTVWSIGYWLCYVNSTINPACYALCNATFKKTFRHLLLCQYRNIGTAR
# CRFR2-BP antag – antagonists of CRF-binding protein/CRF-R2 receptor complex. AID 588475. inhibition, % at 11.8 µM. actives 0.59% (n = 350,000). HEK293 CRF-R2/CRF-BP, CRF-induced calcium fluorescence;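 active = inhibition of the ligand-induced calcium signal above about 50% at the single tested concentration, limit read from the data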
# CHO-K1 Ca PAM – M1 PAM counterscreen hit in parental CHO-K1 cells; ATP EC20, Fluo-8 calcium fluorescence; 0% at ATP EC20, 100% at ATP max; activation, % at 3 µM; actives 0.02% (n = 360,000); AID 602247;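 active = activation above the run cutoff, the mean activation of all test compounds plus 3 SD, cut at about 40% in these data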;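 also: peak over basal fluorescence ratio in a 140 s read after ATP addition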
# CHRM5 PAM – positive allosteric modulators of human muscarinic M5 receptor; CHO-K1 hM5, Fluo-8 calcium, ACh EC20 PAM; 0% = ACh EC20, 100% = ACh EC100; activation, % at 3 µM; actives 0.3% (n = 360,000);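 active = activation above the run cutoff, the mean activation of all test compounds plus 3 SD, cut at about 18% in these data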
#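 Probe or stimulus: acetylcholine, EC20 level; Assay system: human M5 receptor in CHO-K1 cells; Schedule: compound preincubation 140 s before EC20 acetylcholine addition; Technique: intracellular calcium via Fluo-8 fluorescence; Dosing: single-point, 3 µM nominal; Read-out basis: percent activation from peak-over-basal fluorescence ratio, scaled EC20-to-EC100 acetylcholine; Repeats: one well per compound, no replicates.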
# CHRM5 agonist – agonists of human muscarinic M5 receptor (CHRM5). P08912. CHO-K1 hM5 cells, Fluo-8 calcium fluorescence; 0% DMSO wells, 100% maximal acetylcholine response. activation, % at 3 µM. actives 0.19% (n = 360,000);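 active = activation above the run's mean over test compounds plus 3 SD, cut at about 23% in these data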;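 also: signal is peak over basal fluorescence ratio across the kinetic read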
# Active calls of the source: *; . = no result given. The order is random. Share with any hit: about 4.2%.
SMILES,TAAR1 agonist,CRFBP-R2 agonist,M5 antag,TAAR1 antagonist,CHRM4 PAM,CRFR2-BP antag,CHO-K1 Ca PAM,CHRM5 PAM,CHRM5 agonist
OC(CNCC1CCCCC1)COc1ccccc1 (stereo not drawn),4,0.9,1,-17,-1,-3,19,-1,-5
CCN1C(=O)C(F)(CC)C(=O)c2ccccc21 (stereo not drawn),0,-0.1,-3,-7,-3,3,-7,0,-1
O=C(c1cccs1)N(c1ccc(Cl)cc1)C1C=CS(=O)(=O)C1 (stereo not drawn),14,5.0,-2,-3,20,-6,5,14,3
COC(=O)c1ccc(-c2ccc(CNCC(O)c3ccccc3)o2)cc1 (stereo not drawn),39*,-1.3,-5,2,6,-18,8,2,3
CCC(CC)c1nnc(NC(=O)C23CC4CC(CC(NC(C)=O)(C4)C2)C3)s1,3,23,19,1,-4,-68,8,-6,-2
COc1ccccc1NC(=O)COC(=O)Cn1cnc2c1c(=O)n(C)c(=O)n2C,3,-0.3,0,-10,-2,7,-8,0,5
Cn1cc(CN2CCc3c([nH]c4ccccc34)C2C(C)(C)C)cn1 (stereo not drawn),6,8.5,8,7,-1,-18,13,-5,-8
C/C(=N\OC(=O)c1c(-c2ccccc2Cl)noc1C)c1ccncc1,3,-1.0,13,-3,0,-4,-3,5,-3
Cc1cccc(C(C(=O)NCc2ccc(F)cc2)N(C(=O)c2csnn2)C2CC2)c1 (stereo not drawn),6,0.5,9,5,-12,-14,-2,-7,0
Cc1ccc(CNC(=O)c2ccc(S(=O)(=O)Nc3c(C)n(C)n(-c4ccccc4)c3=O)cc2)cc1,2,-1.9,-4,1,-6,-5,24,5,1
COc1cc2c(cc1OC)C(c1ccc(SC)cc1)CC(=O)N2 (stereo not drawn),2,-1.1,8,10,0,-6,13,-3,3
Cc1cccc(C)c1NC(=O)C1(N(Cc2ccco2)C(=O)c2ccccn2)CCCC1,12,-0.6,1,-13,6,5,23,-9,-7
COc1ccc(C=NNC(=O)CCCC(=O)NN=Cc2ccc(OC)c(O)c2)cc1O,1,1.1,11,21,2,2,14,1,0
CCOC(=O)N1CCC(N2C(=O)c3ccc(C(=O)Nc4ccc(F)cc4F)cc3C2=O)CC1,0,-2.2,-2,-11,3,27,25,2,1
CN(C)C(CNc1nnnn1-c1ccccc1)c1ccco1 (stereo not drawn),0,0.0,0,5,2,8,19,-2,-4
O=C(CNS(=O)(=O)c1cccc(Cl)c1)OCc1csc(-c2ccccc2)n1,2,2.0,8,-14,-5,-21,14,-6,-2
O=[N+]([O-])c1cc2no[n+]([O-])c2cc1N1CCCCC1,2,1.2,20,-6,6,-8,17,-12,-1
Cc1ccc(OCC(=O)Nc2ccon2)c([N+](=O)[O-])c1,1,-0.6,8,-15,8,11,-1,2,-6
CN(CCc1cnn(C)c1)Cc1cn(C)nc1-c1ccccc1F,2,4.9,-5,3,13,-2,-19,3,-4
O=C(NC1CCN(Cc2ccccc2)C1)c1cc(S(=O)(=O)N2CCOCC2)ccc1Cl (stereo not drawn),3,-1.4,1,-10,-1,17,5,3,-4
CCc1cc2c(=O)c(-c3cnn(-c4ccccc4)c3)coc2c(CN2CCOCC2)c1O,10,2.0,1,-9,7,-5,16,-3,0
COc1cccc(C(C)(O)c2nc(-c3ccccc3C)cs2)c1 (stereo not drawn),1,.,3,25,-4,.,-15,-4,0
O=C(N/N=C/c1ccc2c(c1)OCO2)C(O)c1ccccc1 (stereo not drawn),10,0.8,3,-13,11,5,21,0,-3
Cc1cccc(NC(=S)NC(=O)/C=C/c2ccco2)c1,10,7.2,8,-8,5,-40,9,3,0
Cc1ccc(-c2cccc(C(=O)NCc3ccccc3)n2)c2ccccc12,7,6.3,15,19,-9,3,12,-17,-5
c1ccc(CNc2nc(NCc3cccs3)nc3ccsc23)cc1,52*,.,42*,81*,-14,.,11,-22,14
COc1ccc(C2C(C(=O)NCc3ccco3)CCC(=O)N2c2ccc(OC)cc2)cc1 (stereo not drawn),2,-0.2,3,-4,4,-5,-6,46*,-4
N#CCCN1CCN(CCC#N)c2ccccc21,4,0.9,-5,7,0,2,-1,8,3
CC(CCc1ccccc1)NCC(O)c1cccc([N+](=O)[O-])c1 (stereo not drawn),35,1.0,-4,-22,-12,-4,18,1,-10
COc1cccc(-c2nc(CS(=O)(=O)CC(=O)NCCc3ccc(OC)c(OC)c3)c(C)o2)c1,5,-0.3,4,-18,1,13,12,-3,-2
Cc1nc(-c2cccs2)sc1C(=O)O,-1,1.4,-3,2,9,5,13,3,-1
CCOc1ccc(/C=C/C(=O)c2ccc(-c3ccccc3)cc2)cc1,1,-1.2,-5,-15,6,-5,4,10,1
CCN(CC)c1ccc(NC2=C(Cl)C(=O)c3ccccc3C2=O)cc1,.,-0.6,2,.,-4,59*,21,4,-3
O=C(CCc1nc(-c2ccccc2F)no1)NCCN1CCc2ccccc2C1,.,0.3,0,.,-3,-1,21,1,-5
O=C(O)C(Cc1ccc(Cl)cc1)Sc1nc2ccccc2[nH]1 (stereo not drawn),7,3.5,6,3,-1,-6,0,-2,-3
N#Cc1ccc[n+](CC(=O)c2ccc(Cl)cc2)c1,2,5.5,-10,-11,3,15,-16,23*,5
Cn1c2c(c(=O)n(C)c1=O)C(CC(=O)Nc1ccccc1F)C(=O)N2 (stereo not drawn),2,0.7,4,-23,-6,3,-2,5,-1
C[C@@H]1CN([C@H](C)CO)C(=O)CCCn2nncc2CO[C@H]1CN(C)CC1CC1,1,.,14,-9,0,.,6,-9,2
O=C(NCCO)c1cccc(Cl)c1,0,-2.8,1,5,7,7,-2,-2,1
O=C(COC(=O)c1ccc2ncsc2c1)Nc1ncc(Cl)cc1Cl,0,-1.1,2,-11,7,1,-6,5,-4
Cc1ccc2c(c1)/C(=C/c1ccccc1)C(=O)N2,0,-2.2,-3,-12,3,-5,3,15,-7
c1ccc(C2CC(c3cccs3)Nc3nnnn32)cc1 (stereo not drawn),5,-0.2,6,-11,-4,-7,3,-5,-1
CCN(CC(=O)Nc1c(F)cccc1F)C(=O)Cn1[nH]c(=O)c2ccccc2c1=O,1,2.7,6,-16,2,2,8,4,1
CCOC(=O)c1nccnc1C(=O)Nc1cccc(C(F)(F)F)c1,0,0.2,5,-18,6,8,15,4,-4
CCOC(=O)N1CCN(C(=O)COC(=O)CNC(=O)c2ccc(Cl)cc2Cl)CC1,-1,-0.8,3,-15,-2,11,9,2,0
Clc1ccc2nc(-c3ccc(Cl)nc3)[nH]c2c1,23,2.3,3,6,-6,-8,4,-7,0
CCCc1cc(=O)[nH]c(SCC(=O)N(CCOC)c2c(N)n(Cc3ccccc3)c(=O)[nH]c2=O)n1,1,-1.7,5,-6,7,0,-3,4,-1
COC(=O)[C@]1(Cc2ccccc2)N[C@H](CN(C)C(=O)c2ccc(F)cc2)[C@@H]2C(=O)N(C)C(=O)[C@@H]21,1,0.6,-9,2,17,-1,6,1,0
O=C(NC1CC1)c1cc2ccccc2o1,0,1.7,14,-20,-2,6,-9,-8,-4
Cc1ccc(S(=O)(=O)N2CCN(c3ccc(C(F)(F)F)cc3[N+](=O)[O-])CC2)cc1,1,10,4,6,-16,-17,10,-6,2
COc1cc(OC)c(OC)cc1CN(C)C(c1ccccc1)c1nnnn1-c1ccccc1C (stereo not drawn),7,0.1,-10,10,-4,28,13,-1,-3
CCOC(=O)C1(c2nc(N)cs2)COC(=O)C1 (stereo not drawn),9,-0.9,-3,-15,-1,-11,17,3,0
COc1cccc(Cn2cnc3c(N)c(C)c(C)cc32)c1,2,0.2,3,-16,2,-24,-7,-4,0
O=C(c1c[nH]c(C(=O)C(Cl)(Cl)Cl)c1)c1ccccc1F,6,-2.1,5,-16,2,3,11,0,-2
CC(C)c1ccccc1-n1c(SCc2cc(=O)oc3ccc4ccccc4c23)nnc1-c1cccnc1,10,12,15,42,-15,-6,1,-17,-2
O=[N+]([O-])c1ccccc1Nc1c2ccccc2nc2ccccc12,1,-0.5,11,20,-7,10,8,-4,-2
COc1cccc(/C=C/C(=O)NNC(=O)CCN2CCN(Cc3ccccc3)CC2)c1,6,-0.3,9,-21,-3,0,7,0,-2
O=C1[C@H]2[C@@H](c3ccc(Cl)cc3)N3C(=O)N(c4cccc(F)c4)C(=O)[C@@]3(Cc3ccc(Cl)cc3)[C@H]2C(=O)N1C1CCCCC1,.,3.3,-2,.,8,-10,21,6,0
Cn1c2nc3ccccc3c-2nc2ccccc21,1,-3.3,-10,-8,10,12,13,4,4
CCC(C)NC(=S)N1CCN(Cc2ccccc2)CC1 (stereo not drawn),1,1.3,-11,-4,9,-16,18,-1,-2
# (more compounds)
SMILES,TAAR1 agonist,CRFBP-R2 agonist,M5 antag,TAAR1 antagonist,CHRM4 PAM,CRFR2-BP antag,CHO-K1 Ca PAM,CHRM5 PAM,CHRM5 agonist
O=C(O)c1cc(NC(=O)c2ccc(Br)cc2)cc(NC(=O)c2ccc(Br)cc2)c1,5,-0.4,11,3,-1,9,9,-3,2
COc1ccc(OCCSc2ccc(S(=O)(=O)N3CCCC3)cn2)cc1,4,0.3,11,10,10,0,7,-12,-1
COC(=O)c1ccccc1NC(=O)NC1CCN(Cc2ccccc2)CC1,21,1.3,1,-5,-11,-6,11,-8,-3
O=C1[C@@H]2[C@@H](CN3CN(c4ccccc4)N=C(c4ccccc4)[C@@]23c2ccccc2)C(=O)N1c1ccccc1,0,1.9,7,4,0,11,42*,8,3
CSCC[C@H](N)C(=O)N1CCC(C(=O)N[C@H](C)C(=O)Nc2ccc(C(C)C)cc2)CC1,0,3.1,-4,-18,4,-16,-1,-3,-3
N#Cc1ccc(-c2nc3c4ccccc4ccn3c2Cc2ccsc2)cc1,0,.,1,1,2,.,14,-2,-3
NC(=S)c1ccc(OCCCc2ccccc2)cc1,8,-3.2,3,-4,-4,16,-3,-3,-1
COC(=O)c1ccc(CS(=O)(=O)c2ccc(C)cc2)cc1,8,-0.4,-4,5,-7,7,23,5,1

# Printed as active in CHRM5 PAM, of those listed so far:
Structure	CRFBP-R2 agonist	M5 antag	CHRM4 PAM	CRFR2-BP antag	CHRM5 PAM	CHRM5 agonist
COc1ccc(C2C(C(=O)NCc3ccco3)CCC(=O)N2c2ccc(OC)cc2)cc1 (stereo not drawn)	-0.2	3	4	-5	46*	-4
N#Cc1ccc[n+](CC(=O)c2ccc(Cl)cc2)c1	5.5	-10	3	15	23*	5

# An excerpt from above, limited to TAAR1 agonist, M5 antag and CHO-K1 Ca PAM:
SMILES	TAAR1 agonist	M5 antag	CHO-K1 Ca PAM
COc1ccc(OCCSc2ccc(S(=O)(=O)N3CCCC3)cn2)cc1	4	11	7
NC(=S)c1ccc(OCCCc2ccccc2)cc1	8	3	-3
